Compound activity as filed in PubChem.
TDP43 rescue: qHTS of TDP-43 Inhibitors; Potency, µM (top dose mostly 46.1 µM), without a hit: top-dose growth rescue (activation), hits mostly activators; 410,000 tested, 1.8% active; TDP-43 expressing yeast growth rescue, BacTiter-Glo, 24 h; AID 652104, 2013; also: potency is read from the fitted curve at half-maximal effect; % of control where 0% means no effect; nearly all actives have a fitted effect of over 50% in size
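Yeast cells expressing TDP-43 under galactose induction are exposed to compounds for 24 hr at 30 deg C. BacTiter-Glo luminescence measures growth, so protective compounds score as activators.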
KB-V1 MDR tox: qHTS assay for MDR1-selective chemotherapeutics: Primary screen using the drug-selected MDR subline cells KB-V1. KB-V1 MDR cells viability, CellTiter-Glo, 72 h. Potency, µM (titrated, usually from 46.1 µM), without a hit: at the top dose activity change, negative = cytotoxicity, actives largely listed as cytotoxic. 400,000 tested, 3.4% active; also: potency is read from the fitted curve at half-maximal effect; % is scaled to controls: 0 for no effect and ±100 for the full control effect; nearly all actives have a fitted effect of over 60% in size
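Luminescent ATP read-out (CellTiter-Glo, 10 min) measures survival of drug-selected KB-V1 MDR cells after 72 h, 37 degrees C compound exposure. Medium: phenol-red-free DMEM, 10% FBS. Values from fitted concentration-response curves.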
aSyn yeast inh: qHTS of alpha-syn Inhibitors | Yeast expressing alpha-synuclein, growth rescue, BacTiter-Glo, 24 h | Potency, µM (titrated, usually from 46.1 µM), for inactives: at the top dose growth rescue (activation), usual class: activators | 370,000 tested, 0.14% active | AID 652106, 2013; also: potency is read from the fitted curve at half-maximal effect; % of control where 0% means no effect; nearly all actives have a fitted effect of over 65% in size
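Screening used galactose-induced yeast with toxic alpha-synuclein levels, exposed to compound for 24 hr at 30 deg C. Cell growth, read with BacTiter-Glo luminescence, gave the measured signal.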
D3 antag: qHTS of D3 Dopamine Receptor Antagonist: qHTS. D(3) dopamine receptor (Homo sapiens), P35462. D3R cells, DiscoveRx beta-arrestin luminescence, antagonist mode; hits give low values. max response, negative = inhibition, %. 360,000 tested, 2.5% active; in the data active = max response below about -50%; inconclusive = no clear call, values can overlap the other calls; also: % is scaled to controls: 0 for no effect and ±100 for the full control effect; mostly tested at two doses, the higher about 12 µM
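Cells expressing the human receptor were seeded at 1500 cells/well, incubated overnight at 37 degrees C in 5% CO2, then exposed to library compounds with dopamine controls for 90 minutes at 37 degrees C before luminescent detection.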
GLP-1R agonist: qHTS of GLP-1 Receptor Agonists; HEK293 GLP-1R CRE-luciferase, luminescence, 4-6 h; cells express a hypersensitive GLP-1R form; Potency, µM (titrated, usually from 45.6 µM), for inactives: at the highest dose activation, actives largely listed as activators; 380,000 tested, 0.007% active; also: potency is read from the fitted curve at half-maximal effect; % of control where 0% means no effect
Target sequence (P43220 whole entry, looked up): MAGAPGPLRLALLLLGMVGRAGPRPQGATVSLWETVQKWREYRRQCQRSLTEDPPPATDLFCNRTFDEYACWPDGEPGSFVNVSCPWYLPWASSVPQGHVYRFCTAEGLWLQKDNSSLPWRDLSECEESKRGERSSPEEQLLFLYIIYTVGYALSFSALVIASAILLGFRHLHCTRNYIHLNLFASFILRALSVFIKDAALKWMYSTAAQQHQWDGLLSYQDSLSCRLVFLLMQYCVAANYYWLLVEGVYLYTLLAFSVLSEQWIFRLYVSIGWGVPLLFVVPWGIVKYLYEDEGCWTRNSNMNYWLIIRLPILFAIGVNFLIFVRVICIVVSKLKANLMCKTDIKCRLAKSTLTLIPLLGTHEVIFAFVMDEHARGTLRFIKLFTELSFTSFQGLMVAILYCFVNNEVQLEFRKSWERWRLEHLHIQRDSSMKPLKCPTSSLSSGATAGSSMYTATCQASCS
D3 ag: qHTS of D3 Dopamine Receptor Agonist: qHTS; D3R DiscoveRx beta-arrestin cells, luminescence, 90 min; max activation, %; D(3) dopamine receptor (Homo sapiens), P35462; 410,000 tested, 0.58% active; in the data active = max activation above about 30%; also: 0% is about no effect; mostly tested at two doses, the higher about 12 µM
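Agonist mode: compounds and dopamine controls were applied to plated cells for 90 min at 37 degrees C after an overnight attachment at 1500 cells/well. Luminescent read-out followed 30 - 60 minutes at room temperature with DiscoveRx detection reagent.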
GLP1R cytotox: qHTS of GLP-1 Receptor Inverse Agonists: Cytotox Screen; Potency, µM (doses to about 38.3 µM), for inactives: at the highest dose activity change, negative = inhibition, hits mostly inhibitors; 410,000 tested, 0.13% active; HEK293 cAMP-luciferase reporter cells, luminescence, 24 h;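 also: loss of luciferase light is scored as toxicity; potency is read from the fitted curve at half-maximal effect; % is scaled to controls: 0 for no effect and ±100 for the full control effect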
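MLSMR compounds, 24 hr on cells at 37 deg C/5% CO2; luminescence after luciferase reagent (12 min RT). Inhibition counted as the undesired cytotoxic outcome.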
PTHR1 agonist: qHTS for PTHR1 Agonists: Primary Screen | Parathyroid hormone/parathyroid hormone-related peptide receptor (Homo sapiens), Q03431 | HEK293 GP2 PTHR1 cells, GloSensor cAMP luminescence, 1 h | Potency, µM (doses to about 115 µM), without a hit: at the top dose activation, most hits filed as activators | 410,000 tested, 0.075% active | AID 743266, 2014; also: potency is read from the fitted curve at half-maximal effect; nearly all actives have a fitted effect of over 55% in size; some results filed as inactive show a strong effect at the top dose; inactives centre near -15; many of its hits are not listed in these tables
Target sequence (Q03431 whole entry, looked up): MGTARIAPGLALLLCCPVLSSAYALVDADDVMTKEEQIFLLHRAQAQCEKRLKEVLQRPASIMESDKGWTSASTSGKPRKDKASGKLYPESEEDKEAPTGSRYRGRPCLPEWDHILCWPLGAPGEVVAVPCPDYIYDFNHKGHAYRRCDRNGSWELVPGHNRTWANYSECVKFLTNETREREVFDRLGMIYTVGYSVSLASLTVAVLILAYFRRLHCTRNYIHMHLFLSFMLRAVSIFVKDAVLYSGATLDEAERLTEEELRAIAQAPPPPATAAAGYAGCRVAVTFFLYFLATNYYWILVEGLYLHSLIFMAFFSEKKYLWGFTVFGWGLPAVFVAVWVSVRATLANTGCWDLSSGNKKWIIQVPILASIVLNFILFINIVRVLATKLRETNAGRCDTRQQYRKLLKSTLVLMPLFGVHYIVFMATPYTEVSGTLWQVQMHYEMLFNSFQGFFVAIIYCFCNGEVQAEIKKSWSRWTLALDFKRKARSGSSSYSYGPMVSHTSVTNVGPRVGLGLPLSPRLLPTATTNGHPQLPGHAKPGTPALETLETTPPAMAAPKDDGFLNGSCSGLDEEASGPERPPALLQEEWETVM
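HEK-293-derived GP2 cells expressing PTHR1 and a GloSensor cAMP reporter, 3,000/well, plated overnight, given luciferin plus IBMX (each 0.5 mM as added) for 1 h at 37 °C, then compound for 1 h at 37 °C. Luminescence was read after 15 min at room temperature.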
GLP-1R inv ag: qHTS of GLP-1 Receptor Inverse Agonists (Inhibition Mode). Glucagon-like peptide 1 receptor (Homo sapiens), P43220. HEK293 GLP-1R CRE-luciferase, luminescence, 24 h; GLP-1R form is constitutively active. Potency, µM (top dose mostly 38.3 µM), without a hit: at the top dose activity change, negative = inhibition, most hits filed as inhibitors. 410,000 tested, 1.6% active. AID 624417, 2012; also: potency is read from the fitted curve at half-maximal effect; % is scaled to controls: 0 for no effect and ±100 for the full control effect; nearly all actives have a fitted effect of over 55% in size
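Luminescence readout: a drop in cAMP-driven luciferase signal flags inverse agonism at a constitutively active GLP-1R stably expressed in HEK293. Compound exposure lasted 24 hr at 37 deg C, 5% CO2.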
Numbers without * were called inactive; i = inactive; ? = inconclusive; / = not tested or not shown; & = joins results of further samples; [ ] = dose if it differs, or a comment. Unless noted, calls follow the shape of the dose curve; as a rule, active = well fitted curve in the direction sought with a large enough effect; inconclusive = small, poorly fitted or top-dose-only effect, or another doubt; inactive = no such curve, though single readings can be large; an effect the other way counts as inactive or inconclusive.

SMILES	TDP43 rescue	KB-V1 MDR tox	aSyn yeast inh	D3 antag	GLP-1R agonist	D3 ag	GLP1R cytotox	PTHR1 agonist	GLP-1R inv ag
COc1ccc(C2=NOC(C(=O)N3CCCc4ccccc43)C2)cc1 (stereo not given)	?	13µM*	8%	-10	-7%	-11	-4%	i	-5%
Cc1cc(C)cc(C(=O)Nc2cc3c4c(c2)CC(=O)N4CCC3)c1	-26%	-6%	-9%	26	21%	1	-3%	-13%	38%[activator]
COc1ccccc1N1CCN(c2ccc3c(c2)S(=O)(=O)c2cccc(C(=O)NCC4CC4)c2C3=O)CC1	0%	6%	-4%	-5	6%	-5	-3%	-44%[inhibitor]	12%
COc1cccc(/C=N/NC(=O)CN2CC(c3ccccc3)CC2=O)c1OC (stereo not given)	11%	-12%	3%	-18	12%	-10	-4%	-12%	7%
O=C(CCCN1C(=O)c2ccccc2C1=O)NCCN1C(=O)S/C(=C\c2cccs2)C1=O	17%	-5%	1%	10	1%	11	-2%	-7%	-6%
COc1cccc(Sc2ccccc2CN(C)C)c1	-6%	-7%	0%	-12	11%	-8	14%	i	?
CCOC(=O)C1CCN(C(=O)c2cc(OCC)c(OCC)c(OCC)c2)CC1	-8%	-24%	-5%	6	-3%	2	-1%	-13%[57.5 µM]	-11%
CC(C)(C)C(=O)COC(=O)c1cc(-c2cccnc2)nc2ccccc12	26%	0%	4%	12	9%	2	1%	-10%	-13%
S=c1[nH]nc(CNc2ccc(Cl)cc2)n1Cc1ccccc1	4%	-2%	4%	3	2%	4	-5%	-9%	-11%
CC(=O)Oc1ccc(NC(=O)CSc2ccccc2)cc1	-6%	3%	3%	14	6%	-5	7%	-10%	48%[activator]
CC(C)CCN1CCN(Cc2coc3ccccc3c2=O)CC1CCO (stereo not given)	-17%	0%	0%	-5	-6%	-19	-25%	-3%	?
O=C1CCC(=O)N1c1ccc(-c2nc3sc4c(c3c(=O)o2)CCC4)cc1	-17%	5%	-3%	8	10%	-6	4%	i	24%
Cc1cc(CNC(=O)c2cc(COc3c(F)cccc3F)on2)nn1C	4%	4%	1%	0	2%	4	-14%	i	0%
CCOc1ccc(NC(=O)CSc2ncn[nH]2)cc1	-11%&7%	6%&2%	0%	1	-3%	1&2	10%&4%	i	13%&16%
CC(C)=CC1C(C(=O)NCCOc2ccccc2)C1(C)C (stereo not given)	15%	-29%	7%	8	0%	-1	-2%	-35%	?
C=CC[C@@H](CC(=O)NCCO)C(=O)N[C@@H](COC(=O)[C@@H](CC=C)Cc1ccc(F)cc1)Cc1ccccc1	-11%	-6%	2%	-25	7%	-6	13%	-3%	?
CC(C)(CNC(=O)Cc1ccc(Br)cc1)N1CCOCC1	-10%	-24%	-5%	-1	7%	1	-3%	18%	-6%
COc1cc(OC)c(NC(=O)CSCc2nc(-c3ccc(OC)c(OC)c3)no2)cc1Cl	23%	/	/	/	/	-6	2%	-2%	7%
Cc1c(C(=O)N(C)C)sc2c1c(=O)n(-c1ccccc1C(F)(F)F)c(=O)n2Cc1ccccc1C#N	0%	10%	/	/	/	1	-6%	i	11%
COc1ccccc1-n1cnc2cc(NCc3cccs3)ccc21	16%	?	0%	-28	0%	-7	?	-9%	?
CCOc1ccccc1NC(=O)Nc1ccncc1	1%	-16%	2%	9	-1%	-1	1%	-20%	?
Cc1c(Cl)cccc1NC(=O)c1ccc(OCC(=O)NCc2ccccc2)cc1	2%	-7%	17%	1	0%	-4	-24%	i	-19%
COc1ccccc1NC(=O)c1cc(S(=O)(=O)NCc2ccccc2)ccc1F	3%	?	9%	9	1%	-2	-17%	-1%	-32%
Cc1sc2ncnc(OCC(=O)Nc3ccc4c(c3)OCCO4)c2c1C	12%	?	-1%	12	-3%	-1	10%	-20%	0%
Cc1cc(NC(=O)OC(C)C)ccc1-c1ccc(NC(=O)OC(C)C)cc1C	19%	1%	0%	32	-3%	2	1%	-20%	1%

Among those listed so far, four contain fluorine.
SMILES	TDP43 rescue	KB-V1 MDR tox	aSyn yeast inh	D3 antag	GLP-1R agonist	D3 ag	GLP1R cytotox	PTHR1 agonist	GLP-1R inv ag
Cc1cc(CNC(=O)c2cc(COc3c(F)cccc3F)on2)nn1C	4%	4%	1%	0	2%	4	-14%	i	0%
C=CC[C@@H](CC(=O)NCCO)C(=O)N[C@@H](COC(=O)[C@@H](CC=C)Cc1ccc(F)cc1)Cc1ccccc1	-11%	-6%	2%	-25	7%	-6	13%	-3%	?
Cc1c(C(=O)N(C)C)sc2c1c(=O)n(-c1ccccc1C(F)(F)F)c(=O)n2Cc1ccccc1C#N	0%	10%	/	/	/	1	-6%	i	11%
COc1ccccc1NC(=O)c1cc(S(=O)(=O)NCc2ccccc2)ccc1F	3%	?	9%	9	1%	-2	-17%	-1%	-32%

Part of the list above in order of heavy-atom count, falling.
SMILES	TDP43 rescue	KB-V1 MDR tox	aSyn yeast inh	D3 antag	GLP-1R agonist	D3 ag	GLP1R cytotox	PTHR1 agonist	GLP-1R inv ag
COc1cc(OC)c(NC(=O)CSCc2nc(-c3ccc(OC)c(OC)c3)no2)cc1Cl	23%	/	/	/	/	-6	2%	-2%	7%
COc1ccccc1-n1cnc2cc(NCc3cccs3)ccc21	16%	?	0%	-28	0%	-7	?	-9%	?
CC(C)(CNC(=O)Cc1ccc(Br)cc1)N1CCOCC1	-10%	-24%	-5%	-1	7%	1	-3%	18%	-6%

Continued:
SMILES	TDP43 rescue	KB-V1 MDR tox	aSyn yeast inh	D3 antag	GLP-1R agonist	D3 ag	GLP1R cytotox	PTHR1 agonist	GLP-1R inv ag
Cc1[nH]c2ccccc2c1/C=N/NC(=O)Cc1cccs1	-25%	-5%	-4%	0	0%	-21	-7%	-6%	-4%
O=C(COC(=O)COc1ccc(Br)cc1)NC1CCCCCC1	-6%	0%	-6%[1.84 µM]	1	-4%	2	-32%	i	-9%
COn1c(C)c(C(C)=O)c2c3nonc3ccc21	0%	5%	8%	14	-13%	3	0%	i	1%
COc1ccc(Cl)cc1Nc1cc(C)nc2ncnn12	4%	-1%	2%	-15	-7%	-2	0%	-9%	10%
COc1ccc(N(C(=O)CCl)C(C(=O)NC2CCCCC2)c2cccnc2)cc1 (stereo not given)	16%	21µM*	-3%	-19	-12%	2	-18%	-22%	0%
COc1ccc(NC(=O)C2=C(C)Nc3c(C(=O)Nc4ccc(C)cc4)cnn3C2c2cc(OC)ccc2OC)cc1 (stereo not given)	0%	/	/	/	/	-1	12%	-13%	7%
Cc1cccc(CSc2nc3sc(C)c(C)c3c(=O)n2Cc2ccco2)c1	-6%	4%	/	-18	-8%	1	-3%	i	0%
CCCOc1ccccc1C1Oc2nc(SC)nnc2-c2ccccc2N1C(C)=O (stereo not given)	20%	?	-7%	/	-6%	4	2%	-5%	9%
O=C(NCc1ccc(F)cc1)C1CCN(S(=O)(=O)N2CCOCC2)CC1	-12%	22%	-1%	-1	1%	-1	4%	-26%	0%
CCC(=O)N(CCc1ccccc1)Cc1cc2cc(C)ccc2[nH]c1=O	20%	7%	0%	6	-5%	1	1%	-5%	-4%
O=C(NCc1cccnc1)C(=O)NCC1OCCN1S(=O)(=O)c1cc(F)ccc1F (stereo not given)	0%	1%	1%	5	10%	8	1%	-6%	6%
CC(=O)C1(C)N(O)C(C)(C)C(c2cccs2)=[N+]1[O-] (stereo not given)	9%	-3%	2%	14	2%	1	-3%	-3%	-4%
CC(C)Oc1ccc(C(=O)N(Cc2ccc(N(C)C)cc2)C2CCS(=O)(=O)C2)cc1 (stereo not given)	13%	0%	/	/	/	1	3%	i	15%
CCN(CC)C(=O)COn1c(SCC(=O)N(CC)CC)nc2ccccc2c1=O	17%	16µM*	-4%	12	-3%	-27	-16%	-8%[57.5 µM]	13%
COc1cc(C2c3c(-c4c(C)cc(C)cc4O)n[nH]c3C(=O)N2Cc2ccco2)cc(OC)c1OC (stereo not given)	-2%	-1%	/	/	/	-9	-6%	-13%	3%
Cc1cccc(C(=O)Nc2ccc(C(=O)/C=C/c3ccncc3)cc2)c1	23%	-15%	-9%	?	9%	-15	-13%	-44%[inhibitor]	27%
CC1(C)CC(NC(=O)Cc2ccccc2)CC(C)(C)N1	-18%	-4%	-15%	-24	1%	-4	7%	-19%	15%
Cc1ccc(SCC2=NN(c3nc(C)cc(C)n3)C(=O)C2)cc1	30%	-29%	0%	-17	5%	-9	15%	-19%	23%
CCc1ccc2oc(-c3cccc(N)c3)nc2c1	?	-14%	-4%	-52*	-20%	-4	1%	-28%	?

2 of the compounds above, with each value named:
COc1ccc(N(C(=O)CCl)C(C(=O)NC2CCCCC2)c2cccnc2)cc1 (stereo not given)
  TDP43 rescue = 16%
  KB-V1 MDR tox = 21µM*
  aSyn yeast inh = -3%
  D3 antag = -19
  GLP-1R agonist = -12%
  D3 ag = 2
  GLP1R cytotox = -18%
  PTHR1 agonist = -22%
  GLP-1R inv ag = 0%

COc1ccc(NC(=O)C2=C(C)Nc3c(C(=O)Nc4ccc(C)cc4)cnn3C2c2cc(OC)ccc2OC)cc1 (stereo not given)
  TDP43 rescue = 0%
  KB-V1 MDR tox = /
  aSyn yeast inh = /
  D3 antag = /
  GLP-1R agonist = /
  D3 ag = -1
  GLP1R cytotox = 12%
  PTHR1 agonist = -13%
  GLP-1R inv ag = 7%

An excerpt. The share of hits here may be higher or lower than overall.
